TexasRed autofl = qHTS Assay for Spectroscopic Profiling in Texas Red Spectral Region | max dye-equivalent concentration, M | Compound fluorescence, Texas Red channel, 547/618 nm; active compounds read high | actives 0.06% (n = 59,000); in the data active = max dye-equivalent concentration above about 10 nM; inconclusive = between about 1.1 nM and that limit
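Fluorescence at ex 547/em 618 nm, normalized against an on-plate Texas Red standard series to give dye-equivalent concentration per compound concentration. Buffer 100 mM Tris, pH 8.0; 15 min RT incubation before CCD imaging.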
4-MU autofl = qHTS Assay for Spectroscopic Profiling in 4-MU Spectral Region; compound autofluorescence, 340/450 nm, 4-MU equivalents; active compounds read high; max dye-equivalent concentration, M; actives 11% (n = 59,000); AID 589, 2007; in the data active = max dye-equivalent concentration above about 10 nM; inconclusive = mostly about 1.1 nM to 9.6 nM
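Compounds in 100 mM Tris, pH 8.0, sat 15 min at room temperature before fluorescence was read at 340 nm excitation/450 nm emission; a per-plate six-point 4-MU standard curve converted signals to dye-equivalent concentration at each compound concentration.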
Hsp90 Hop PPI = qHTS Assay for Disrupters of an Hsp90 Co-Chaperone Interaction. AlphaScreen TPR2A-His6 binding biotin-Hsp90 C-terminal peptide. Potency, µM (top dose mostly 57 µM), without a hit: at the top dose activity change, negative = inhibition. actives 0.44% (n = 71,000). AID 595, 2007; active = well fitted curve in either direction with a large enough effect; inconclusive = small, poorly fitted or top-dose-only effect, or another doubt; note: potency is the fitted concentration of half-maximal effect; % is set by controls: 0 for no effect and ±100 for the full control effect; many of its hits are not listed in these tables
HBB splicing = qHTS Assay for Modulators of Hemoglobin Beta Chain Splicing; HBB splicing reporter cell assay, activation; EGFP reporter with mutant IVS2-654 intron; response scale: normalised to 500 nM splice-correcting PNA; Potency, µM (series often up to 46.1 µM), without a hit: at the top dose activation, usual class: activators; actives 0.06% (n = 65,000); note: potency is the fitted concentration of half-maximal effect; 0% is about no effect
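HeLa cells stably expressing EGFP interrupted by mutant beta-globin intron 2 (IVS2-654), 500/well in 2% FCS. Treated with compound for 2 days at 37C. Splicing correction scored as total well GFP intensity (488 nm excitation, 500-520 nm emission); 500 nM antisense PNA served as control.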
Fluorescein fluor = qHTS Assay for Spectroscopic Profiling in Fluorescein Spectral Region; actives 0.91% (n = 59,000); max fluorescein-equivalent concentration, M; Compound autofluorescence, 480/540 nm, fluorescein-equivalent; active compounds read high; AID 593, 2007; in the data active = max fluorescein-equivalent concentration above about 10 nM; inconclusive = between about 1.1 nM and that limit
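Normalized response (dye-equivalent concentration) derives from comparing each well's 540 nm emission, under 480 nm excitation, with plate-resident fluorescein standards. Compounds were held in 100 mM Tris, pH 8.0, for 15 min at room temperature.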
UbGFP stabilizer = Ubiquitin-GFP Assay; Potency, µM (titrated, usually from 45.9 µM), without a hit: top-dose activation (GFP accumulation), actives largely listed as activators; Ubiquitin-GFP reporter cells, proteasome inhibition, GFP fluorescence; response scale: untreated = 0%, 10 µM MG-132 = 100%; 67,000 tested, under 10 active; AID 526, 2006; active = well fitted activation curve with a large enough effect, not every such curve was filed as active; inconclusive = small, poorly fitted or top-dose-only effect, or another doubt; inactive = no such curve, though single readings can be large or run the other way; note: potency is the fitted concentration of half-maximal effect
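U2OS cells expressing ubiquitin(G76V)-GFP, seeded overnight in 0.5% FBS medium, then treated 4 hr at 37 C across 46 uM to 2.9 nM. GFP-positive cells counted by laser cytometry (488 ex/515 em); %activity scaled between basal and 10 uM MG-132.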
ERK AVP inh = qHTS Assay for Inhibitors of the ERK Signaling Pathway using a Homogeneous Screening Assay | HEK293-V1b, vasopressin-stimulated pERK AlphaScreen | Potency, µM (series often up to 57.5 µM), without a hit: at the top dose activity, negative = inhibition, actives largely listed as inhibitors | actives 0.99% (n = 72,000); note: potency is the fitted concentration of half-maximal effect; % is set by controls: 0 for no effect and ±100 for the full control effect; nearly all actives have a fitted effect of over 55% in size
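HEK293 cells stably expressing V1b receptor, seeded overnight in 1% FBS, were treated with compounds for 30 min at 37C, then stimulated 5 min with 25 nM vasopressin; phospho-ERK read by AlphaScreen SureFire after lysis.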
GFP derepression = qHTS Assay for Epigenetic Modulators; mouse C127i GFP locus derepression, cytometry, 30 h; Potency, µM (series often up to 46.1 µM), for inactives: at the highest dose GFP derepression (activation); actives 0.09% (n = 68,000); note: % of control where 0% means no effect
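Read-out is the number of GFP-positive cells, scored as fluorescent objects 20 to 120 um wide, reflecting derepression of a silenced CMV-GFP reporter in murine C127i cells after 30 h compound exposure at 37 C.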
CRE Fsk mod = Cell signaling CRE-BLA (Fsk stim) | actives 2.5% (n = 71,000) | AID 662, 2007 | Potency, µM (titrated, usually from 38.2 µM), inactives show at the top dose activity change, negative = inhibition, hits mostly activators | CHO CRE-bla reporter (cAMP response element driving beta-lactamase), forskolin EC10, beta-lactamase ratio; active = well fitted activation curve with a large enough effect in the signal ratio, with a control signal flat, not every such curve was filed as active; inconclusive = small, poorly fitted or top-dose-only effect, or effect the other way, or a change in a side signal; the % refers to the signal ratio; note: potency is the fitted concentration of half-maximal effect; % of control where 0% means no effect
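Cells were plated overnight at 37 °C, exposed to compound titrations plus EC10 NKH 477 for 3 h, then given CCF4 dye for 2 h at room temperature. Blue/green (460/530 nm) ratio was converted to %Activity and AC50 values calculated.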
FLuc inh = qHTS Assay for Inhibitors of Firefly Luciferase. Potency, µM (highest dose often 57.1 µM), for the others: at the top dose activity change, negative = inhibition, most hits filed as inhibitors. Luciferin 4-monooxygenase (Photinus pyralis), P08659. actives 2.2% (n = 72,000). purified firefly luciferase, luminescence, 8 min; note: potency is the fitted concentration of half-maximal effect; % is set by controls: 0 for no effect and ±100 for the full control effect; nearly all actives have a fitted effect of over 40% in size
Target sequence (P08659 whole entry, looked up): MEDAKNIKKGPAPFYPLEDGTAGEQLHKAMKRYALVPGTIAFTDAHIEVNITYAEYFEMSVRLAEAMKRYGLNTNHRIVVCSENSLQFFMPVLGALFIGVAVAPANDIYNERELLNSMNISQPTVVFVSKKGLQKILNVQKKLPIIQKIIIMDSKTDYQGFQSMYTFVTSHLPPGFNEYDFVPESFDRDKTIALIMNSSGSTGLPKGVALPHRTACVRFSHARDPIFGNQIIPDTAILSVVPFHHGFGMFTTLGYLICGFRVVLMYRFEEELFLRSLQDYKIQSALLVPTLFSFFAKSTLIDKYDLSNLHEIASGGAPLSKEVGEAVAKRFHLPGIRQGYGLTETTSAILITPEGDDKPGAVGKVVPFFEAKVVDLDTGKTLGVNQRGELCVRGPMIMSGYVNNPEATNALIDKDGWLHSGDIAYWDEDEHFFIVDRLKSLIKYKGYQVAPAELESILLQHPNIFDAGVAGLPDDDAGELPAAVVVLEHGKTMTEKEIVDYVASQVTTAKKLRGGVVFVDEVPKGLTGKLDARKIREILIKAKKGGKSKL
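Here, luciferase activity is measured as luminescence following an 8 min room-temperature reaction at 10 uM ATP, pH 7.2. Every library sample is titrated.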
A350 autofl = qHTS Assay for Spectroscopic Profiling in A350 Spectral Region; Compound autofluorescence, 340/450 nm, Alexa 350 dye-equivalents; active compounds read high; max dye-equivalent concentration, M; actives 11% (n = 59,000); AID 590, 2007; in the data active = max dye-equivalent concentration above about 10 nM; inconclusive = mostly about 1.1 nM to 9.6 nM
Active calls of the source: *; i = inactive; u = inconclusive; x = not tested or not shown; [ ] = remark or other dose. Unless noted, calls come from the whole dose curve; as a rule, active = well fitted curve in the direction sought with a large enough effect; inconclusive = small, poorly fitted or top-dose-only effect, or another doubt; inactive = no such curve, though single readings can be large; an effect the other way counts as inactive or inconclusive. Not all compounds are listed, so the mix of outcomes need not match the whole.

SMILES	TexasRed autofl	4-MU autofl	Hsp90 Hop PPI	HBB splicing	Fluorescein fluor	UbGFP stabilizer	ERK AVP inh	GFP derepression	CRE Fsk mod	FLuc inh	A350 autofl
CCOC(=O)c1c(-c2ccccc2)csc1NC(=O)c1nn(CC)cc1Br	i	4.1e-08M*	u	0.2%	i	-2%	17%	2%	2.5µM*	1%	3.7e-08M*
Cc1ccc(C)c(C2=CSC3=NCCN23)c1	i	i	-3%	-1.2%	i	3%	-14%	2%	1%	2%	i
CCc1nnc(NC(=O)OCc2ccccc2)s1	i	i	-3%	7.6%	i	-6%	3%	3%	5%	3%	i
Cc1cccc(-n2nnnc2SCC(=O)c2cc(C)n(Cc3ccco3)c2C)c1	i	i	0%	-4.3%	u	16%	16%	-2%	u	-15%	i
COc1ccc(C)cc1NC(=O)CN(Cc1nnc(-c2ccc(Cl)cc2)o1)C1CCCC1	i	i	9%	2.1%[0.369 µM]	i	x	-20%	-2%	-13%	-3%	i
CCOC(=O)c1c(NC(=O)CN2CCOCC2)sc2c1CCCC2	i	i	u	1.0%	i	-1%	u	0%	13µM*	3%	i
CCN(CC)CCCNC(=O)c1ccccc1C	x	x	1%	1.7%[9.22 µM]	x	12%	-9%	-4%	2%	2%	x
CCOC(=O)c1sc(NC(=O)c2ccco2)nc1C	x	x	0%	0.1%[9.22 µM]	x	-2%	0%	0%	8%	-7%	x
O=C(Oc1ccc2cccc(OC(=O)N3CCOCC3)c2c1)N1CCOCC1	i	u	-1%	x	u	-3%	12%	2%	12%	2%	u
CCOC(=O)N1CCC(NC(=O)c2ccc(CS(=O)(=O)c3ccccc3C)o2)CC1	x	x	-6%[2.3 µM]	-0.8%	x	6%	-15%	x	-2%	0%	x
CC(C)OCCCNc1ncnc2c1[nH]c1ccc(F)cc12	i	1.2e-08M*	-1%	0.4%[1.84 µM]	i	4%	u	-2%	u	u	u
COc1ccc(C2N(c3ccccn3)C(=O)C3CCCN32)c(OC)c1 (stereo unspecified)	i	i	3%	-0.1%	i	-8%	17%	0%	-1%	0%	i
CC(C)Cc1nc(S(=O)(=O)c2ccc(Cl)cc2)c(N2CCOCC2)o1	i	i	0%	x	i	0%	-7%	-2%	4%	-1%	i
CCOC(=O)Cn1nnnc1C(CC)N(Cc1cc2ccc(C)cc2[nH]c1=O)C1CCCC1 (stereo unspecified)	i	u	-3%	-2.0%	u	0%	-1%	-1%	u	0%	u
CC1(C)CCC(NC(=O)[C@H](N)CCC(=O)O)CC1	i	i	5%	3.0%	u	0%	-6%	0%	2%	-1%	i
CCOc1ccccc1NC(=O)CCN1CCN(S(=O)(=O)c2ccc(OC)cc2)CC1	i	i	-6%	0.3%	u	-1%	8%	3%	u	5%	i
Cc1ccc2cc(CCNC(=O)CC(C)(C)C)c(=O)[nH]c2c1C	x	x	1%	0.2%	x	-5%	x	x	-4%	3%	x
O=C(Cn1c(=O)oc2cc(S(=O)(=O)N3CCCC3)ccc21)NCc1ccccn1	x	x	-3%[2.3 µM]	0.0%	x	-2%	-14%	x	0%	6%	x
Cc1nc(C)c(C(=O)Nc2ccccc2-c2ccccc2)o1	u	i	-5%	0.3%[1.84 µM]	u	17%	3%	-2%	27%	-1%	i
COc1ccc(OC)c(-c2nnc(-c3ccc(C)o3)o2)c1	i	2.4e-07M*	-2%	0.2%[57.5 µM]	i	-3%	-21%	-3%	u	-6%	2.3e-07M*
CCOC(=O)CSc1nnc(-c2ccco2)n1-c1ccccc1	u	i	-3%	-0.2%[57.5 µM]	i	-5%	3%	4%	3%	1%	i
COc1cccc(-n2c(Cc3cc(=O)[nH]c(=O)[nH]3)nnc2SCC(=O)NC2CCCCC2)c1	x	x	0%[2.3 µM]	1.5%	x	-12%	2%	x	0%	2%	x
O=C(CSc1nnc(-c2ccc(Br)o2)n1Cc1ccccc1)c1ccccc1F	i	i	-7%	0.1%[57.5 µM]	i	-1%	u	-2%	u	-4%	i
COCCn1c(=O)[nH]c2cc(C(=O)NCc3cccnc3)ccc2c1=O	i	4.1e-08M*	-3%	-0.5%	i	-1%	1%	8%	-3%	2%	3.8e-08M*
O=C(CSc1ccccc1)NCCCN1CCOCC1	i	i	-1%	-0.1%[57.5 µM]	u	-7%	4%	0%	-4%	-1%	u

Some of these compounds in order of their number in A350 autofl, ascending.
Molecule	A350 autofl
CCOC(=O)c1c(-c2ccccc2)csc1NC(=O)c1nn(CC)cc1Br	3.7e-08M*
COCCn1c(=O)[nH]c2cc(C(=O)NCc3cccnc3)ccc2c1=O	3.8e-08M*
COc1ccc(OC)c(-c2nnc(-c3ccc(C)o3)o2)c1	2.3e-07M*

Further compounds:
SMILES	TexasRed autofl	4-MU autofl	Hsp90 Hop PPI	HBB splicing	Fluorescein fluor	UbGFP stabilizer	ERK AVP inh	GFP derepression	CRE Fsk mod	FLuc inh	A350 autofl
C=CC(O)Cc1c(C)n[nH]c1C (stereo unspecified)	i	1.4e-08M*	x	x	i	x	x	-1%[20.6 µM]	x	3%[25.5 µM]	1.6e-08M*
CN1CCN(Cc2nc3c(c(=O)[nH]c(=O)n3C)n2CCc2ccccc2)CC1	x	x	-2%	0.7%	x	17%	x	x	-11%	5%	x
Cn1c(CCNC(=O)c2ccccc2)nc2cc(NC(=O)c3ccco3)ccc21	i	u	2%	4.5%	u	13%	-13%	-3%	-22%	-16%	u
Cc1ccc(NC(=O)CSC(N)=O)cc1Cl	x	x	u	0.0%[9.22 µM]	x	-9%	67%[activator]	-2%	u	-1%	x
CCn1cc(S(=O)(=O)CC(=O)Nc2cc(C)on2)c2ccccc21	i	i	-6%	-1.1%	i	-6%	23%	10%	-5%	0%	i
CC(C)COC(=O)C1[C@H]2C(=O)N(Cc3cccs3)C[C@]23C=C[C@H]1O3 (stereo partly specified)	u	u	-5%	1.6%[57.5 µM]	i	3%	-5%	2%	-1%	3%	u
Cc1ccc(CCNC(=O)Cn2cccc2)cc1	i	i	-8%	1.2%	u	0%	1%	2%	-2%	1%	i
COCCn1c(SCC(=O)N2CCCCC2)nc2cccnc21	i	i	1%	0.2%[57.5 µM]	i	-4%	4%	-1%	5%	0%	i
CCOc1ccc(OCC)c(NC(=O)CCn2c(=O)oc3ccccc32)c1	i	i	-6%	-1.7%	i	-14%	5%	2%	7%	1%	i
COc1cccc(Cn2c(=O)cnc3cncnc32)c1	i	i	-9%	4.4%	u	7%	-10%	u	u	2%[11.4 µM]	i
COc1ccc2[nH]cc(CCNc3ncnc4ccc(-c5ccccc5C#N)cc34)c2c1	i	i	-17%	-0.1%	i	3%	-13%	3%[9.22 µM]	0%	-4%[2.29 µM]	i
CCNC(=O)Nn1c(C)nnc1C	i	i	x	x	i	x	x	3%[20.6 µM]	x	2%[25.5 µM]	i
O=C(CC1=NC2(CCCC2)Cc2ccccc21)N1CCOCC1	u	i	-6%	1.7%	i	7%	6%	-1%	-10%	-1%	i
Cc1cc(N2CCOCC2)nc2ccc(NC(=O)CCC(=O)N3CCCC(C)C3)cc12 (stereo unspecified)	i	1.3e-06M*	-4%	-1.2%	i	-5%	-5%	-1%	u	25µM*	1.2e-06M*
CCc1cccc(CC)c1NC(=O)CN1CCN(c2ccccc2)CC1	i	i	-1%	-0.1%	i	3%	2%	1%	-19%	4%	i
COc1ccc(-c2nc(=S)[nH][nH]2)cc1	x	x	-3%	-2.6%	x	-6%	-16%	0%	-9%	-2%	x
CCC(c1nnc(SCC(=O)N2CC(=O)Nc3ccccc32)n1Cc1ccccc1)N(C)C (stereo unspecified)	i	i	0%	-1.8%	i	-2%	20%	0%	-5%	-1%	i
COc1ccc2[nH]cc(CCNc3ncnc4ccc(-c5ccccc5CN(C)C)cc34)c2c1	i	i	-21%	-0.8%	u	3%	20%	-5%[9.22 µM]	-3%	0%[2.29 µM]	i
COC(=O)c1ccc2c(=O)n(CCN3CCOCC3)c(SCC(=O)c3ccccc3)nc2c1	u	u	-3%	-0.9%	i	9%	-11%	u	-5%	3%	u

Of the compounds above, these contain bromine:
SMILES	TexasRed autofl	4-MU autofl	Hsp90 Hop PPI	HBB splicing	Fluorescein fluor	UbGFP stabilizer	ERK AVP inh	GFP derepression	CRE Fsk mod	FLuc inh	A350 autofl
CCOC(=O)c1c(-c2ccccc2)csc1NC(=O)c1nn(CC)cc1Br	i	4.1e-08M*	u	0.2%	i	-2%	17%	2%	2.5µM*	1%	3.7e-08M*
O=C(CSc1nnc(-c2ccc(Br)o2)n1Cc1ccccc1)c1ccccc1F	i	i	-7%	0.1%[57.5 µM]	i	-1%	u	-2%	u	-4%	i

High-throughput results: PubChem, National Center for Advancing Translational Sciences (NCATS)
